Prostate diff: promotes differentiation of LNCaP prostate cells; AID 795; flow cytometry side scatter, 4 d; side scatter shift, % at 10 µM; 0.56% of 24,000 active;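 active = side scatter shift above 30%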;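 note: androgen-responsive LNCaP prostate cancer cells in charcoal-stripped serum medium; percent of cells past a gate set so DMSO wells show 10% shift; higher shift means more granular cells and more differentiation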
Autofluor Jurkat: counter-screen for VLA-4 integrin: compound autofluorescence in Jurkat cells. flow cytometry; stronger effect = higher value; 1 = vehicle-only cell background. fluorescence ratio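 (tested at 10 µM compound in the well)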. 0.61% of 24,000 active. AID 576;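 active = fluorescence ratio above 2.44, which is 1 plus 3 SD of all ratios; inconclusive = signal too bright to measure linearly, ratio around 10 or more; inactive = fluorescence ratio below 2.44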;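 note: green fluorescence of cells measured with 488 nm excitation and 530 nm emission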
VLA-4 allo ag: allosterically activates the human VLA-4 integrin | P13612 | Jurkat cells, LDV-FITC binding, flow cytometry | activation, % at 10 µM (by protocol) | 24,000 tested, under 10 active;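 active = fluorescent ligand binding to cells raised by more than 40% of the manganese-induced maximum; inconclusive = compound's own fluorescence above 85% of the ligand control signal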;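 note: 0% = ligand binding without compound and 100% = manganese-stimulated maximal binding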
Target sequence (P13612 whole entry, looked up): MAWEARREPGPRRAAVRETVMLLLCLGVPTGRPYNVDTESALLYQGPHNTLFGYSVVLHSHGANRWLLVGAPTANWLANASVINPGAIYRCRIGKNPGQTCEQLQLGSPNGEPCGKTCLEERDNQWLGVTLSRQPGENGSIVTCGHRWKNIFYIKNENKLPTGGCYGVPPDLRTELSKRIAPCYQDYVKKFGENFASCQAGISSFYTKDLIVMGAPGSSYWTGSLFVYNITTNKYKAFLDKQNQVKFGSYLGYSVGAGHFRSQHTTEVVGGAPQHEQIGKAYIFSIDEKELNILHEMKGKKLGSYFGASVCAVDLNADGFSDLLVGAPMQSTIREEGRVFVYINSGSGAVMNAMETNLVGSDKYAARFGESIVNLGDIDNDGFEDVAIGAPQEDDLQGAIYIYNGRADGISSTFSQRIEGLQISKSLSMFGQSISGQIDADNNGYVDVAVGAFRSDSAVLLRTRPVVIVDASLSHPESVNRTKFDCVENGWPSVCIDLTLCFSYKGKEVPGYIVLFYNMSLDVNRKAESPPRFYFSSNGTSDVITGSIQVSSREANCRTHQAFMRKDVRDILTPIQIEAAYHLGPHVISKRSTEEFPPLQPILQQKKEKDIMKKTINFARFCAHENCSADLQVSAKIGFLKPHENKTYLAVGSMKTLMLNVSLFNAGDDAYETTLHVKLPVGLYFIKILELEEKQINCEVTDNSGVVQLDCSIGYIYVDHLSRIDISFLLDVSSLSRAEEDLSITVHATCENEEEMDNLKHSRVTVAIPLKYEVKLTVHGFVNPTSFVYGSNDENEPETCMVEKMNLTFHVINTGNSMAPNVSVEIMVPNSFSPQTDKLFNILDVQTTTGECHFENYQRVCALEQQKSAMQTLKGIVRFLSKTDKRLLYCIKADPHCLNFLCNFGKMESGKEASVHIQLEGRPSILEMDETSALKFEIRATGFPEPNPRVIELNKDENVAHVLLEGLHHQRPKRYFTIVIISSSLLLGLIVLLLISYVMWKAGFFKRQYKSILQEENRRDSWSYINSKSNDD
VLA-4 antagonist: blocks LDV-FITC ligand binding to Mn2+-activated human VLA-4 integrin | 0.2% of 24,000 active | inhibition, % at 10 µM (by protocol) | Jurkat cells, LDV-FITC binding with Mn2+, flow cytometry; 100% = Mn2+-driven binding gain fully reversed | P13612;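 active = inhibition above 50%; inconclusive = compound itself fluorescent, judged against control cell fluorescence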;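 note: 0% = Mn2+ stimulated cells lacking compound and 100% = ligand binding without Mn2+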
The depositor's hits bear a star; ? = inconclusive; · = not tested or not shown. An excerpt. The share of hits here may be higher or lower than overall.

SMILES	Prostate diff	Autofluor Jurkat	VLA-4 allo ag	VLA-4 antagonist
O=C(CCNS(=O)(=O)c1cccs1)N1CCc2ccccc2C1	14	1.1	-3	-15
O=C(Cn1ncc2c1-c1ccccc1OC2)N1CCN(Cc2ccc3c(c2)OCO3)CC1	13	1.1	-3	-4
CCn1c(=O)cc(OCC(=O)NCc2cccnc2)c2ccccc21	6	1.1	4	4
COc1cccc(-n2c(C)nc3c(cnn3-c3ccc(C)cc3)c2=O)c1	5	1	5	-16
O=C(CCCC1=NS(=O)(=O)c2ccccc2N1)N1CCN(c2ccc(Cl)cc2)CC1	5	1.1	-6	10
COc1ccccc1NC(=O)CCc1c(C)[nH]c(=O)c(C#N)c1C	11	0.99	-3	0
Cc1nn(-c2ccc(Cl)cc2)c2sc(C(=O)N3CCN(c4ccccn4)CC3)cc12	21	1.1	-11	6
CC(=O)Nc1ccc(S(=O)(=O)N2CCC(N(C)CCC(C)C)CC2)cc1	7	1	4	2
CC(C)NC(=O)CCCn1c(=S)[nH]c2cc3c(cc2c1=O)OCO3	2	1.1	-4	2
COc1ccc(C2C(C(C)=O)=C(C)N=c3s/c(=C\c4ccc5c(c4)OCO5)c(=O)n32)c(OC)c1 (stereo not drawn)	4	1.1	-4	-19
Cc1c(N(C)C(=O)C23CC4CC(CC(C4)C2)C3)c(=O)n(-c2ccccc2)n1C	3	0.99	3	-2
Cc1ccccc1-c1nc(CN2CCC(C(=O)O)CC2)c(C)o1	4	1	-2	-18

The final three compounds of the section before are carried over, then new ones follow:
SMILES	Prostate diff	Autofluor Jurkat	VLA-4 allo ag	VLA-4 antagonist
COc1ccc(C2C(C(C)=O)=C(C)N=c3s/c(=C\c4ccc5c(c4)OCO5)c(=O)n32)c(OC)c1 (stereo not drawn)	4	1.1	-4	-19
Cc1c(N(C)C(=O)C23CC4CC(CC(C4)C2)C3)c(=O)n(-c2ccccc2)n1C	3	0.99	3	-2
Cc1ccccc1-c1nc(CN2CCC(C(=O)O)CC2)c(C)o1	4	1	-2	-18
Cc1nc2ccc(S(=O)(=O)NCC(=O)N3CCc4ccccc43)cc2s1	7	1	2	2
N#Cc1c2n(c(=O)[nH]c1=O)CCCCC2	11	1	7	-8
CCCCCn1c(SCc2ccncc2)nc2cc(C(=O)NCc3ccco3)ccc2c1=O	5	1.1	-7	18
O=C(NCc1n[nH]c(=S)n1-c1ccccc1)c1ccco1	6	1	5	-22
COCCn1c(=S)[nH]c2ccc(N(C)C)cc2c1=O	2	1.1	?	?
CCOC(=O)c1c(C)c(C(=O)NC2CCCCC2)c(C)n1CC	2	1.1	-1	-26
C=CCn1c(SCC(=O)c2ccccc2)nnc1-c1ccc2c(c1)OCO2	12	1	0	6
O=C1CCCc2c1cc(C(=O)NC1CCSC1=O)c(=O)n2-c1ccccc1 (stereo not drawn)	·	1	-1	3
COc1ccc(N(CC(=O)N2CCc3ccccc32)S(=O)(=O)c2c(C)noc2C)cc1	15	1	1	1
COc1ccc(-c2cc(C(F)(F)F)nc(NC3CCCC3)n2)cc1OC	0	1.1	1	-1
Cn1nnnc1SCC1=C(C(=O)O)N2C(=O)[C@@H](NC(=O)[C@H](O)c3ccccc3)[C@H]2SC1	3	0.99	10	-27
COC(=O)C(C)Sc1nnc2n(-c3cccc(C)c3)c(=O)c3c4c(sc3n12)CCCC4 (stereo not drawn)	10	1.1	-1	-5
CCOc1cc(C2C(C#N)=C(N)OC(C)=C2C(C)=O)cc(Br)c1O (stereo not drawn)	9	1.5	6	-16
Cc1cc(N2C(=O)C(O)=C(C(=O)c3ccc(C)o3)C2c2cccs2)no1 (stereo not drawn)	9	1.1	6	-21
COc1ccc(OC)c(C2C3=C(CCCC3=O)Nc3nc4ccccc4n32)c1 (stereo not drawn)	3	1.1	2	-3
CCN1CCN(C(=O)c2cn(CC)c3ccc(S(=O)(=O)N(C)C)cc3c2=O)CC1	4	1	-2	11
CCOc1ccccc1OCCn1nnc2ccccc21	8	0.97	2	-3
O=C(NC1CCCCCC1)C1c2ccccc2C(=O)N1C1CC1 (stereo not drawn)	3	0.96	-6	12
O=C(Nc1ccc(CN2CCOCC2)cc1)c1cc2ccccn2n1	9	0.99	-2	9
O=S(=O)(CCOc1ccccc1)c1nc2ccccc2[nH]1	11	0.98	2	-29
COc1ccc(N2C(=O)CC(N3CCN(c4ccccc4F)CC3)C2=O)cc1 (stereo not drawn)	7	1	-2	-1
CC1CCCCN1CCCNC(=O)C1CCN(c2nc3ccccc3o2)CC1 (stereo not drawn)	3	1.1	2	4
Cc1ccccc1Cn1cc(/C=N/n2cnnc2)c2ccccc21	2	0.95	-5	-16
O=C(CN1CCN(c2ccc(Cl)cc2)CC1)c1ccc2c(c1)OCO2	17	1.1	-1	5

One compound at a time, as listed above. Values in the order: Prostate diff, Autofluor Jurkat, VLA-4 allo ag, VLA-4 antagonist
O=C(Nc1ccc(CN2CCOCC2)cc1)c1cc2ccccn2n1 is listed as 9, 0.99, -2, 9
Cc1ccccc1Cn1cc(/C=N/n2cnnc2)c2ccccc21 is listed as 2, 0.95, -5, -16

(further entries)
SMILES	Prostate diff	Autofluor Jurkat	VLA-4 allo ag	VLA-4 antagonist
COC(=O)C1(C)NC(c2cccs2)C2C(=O)N(c3ccccc3F)C(=O)C21 (stereo not drawn)	17	1.1	11	-6
CC1Cc2nc(SCC(=O)Nc3nccs3)n(C)c(=O)c2S1 (stereo not drawn)	0	1.1	-2	6
COc1ccc(-n2c(Cc3cccn3C)nnc2SCC(=O)Nc2ccc(F)cc2)cc1	7	1.1	-5	7
CCN(CC)S(=O)(=O)c1ccc2[nH]cc(C(=O)NCCN3CCCCC3C)c(=O)c2c1 (stereo not drawn)	13	1.1	7	-38
Cc1cc(=O)[nH]c(SCc2nc3ncccn3c2Br)n1	5	0.99	0	-21
N#Cc1c(-c2ccco2)cc(C2CC2)nc1SCC(=O)c1ccccc1	15	2.5*	?	?
CCOC(=O)N1CCN(C(=O)C2CCN(c3ncnc4c3sc3cccc(F)c34)CC2)CC1	8	1.9	?	?
Cc1cc(NC(=O)c2cc(C)on2)n(-c2ccccc2)n1	4	0.93	3	0
CCOc1ccccc1NC(=O)C1CCN(S(=O)(=O)c2c(C)noc2C)CC1	5	1	-2	2
CC(C)(C)C(=O)/C=C(\N)c1ccccn1	7	1.3	-25	-14
COc1ccc(N2C(=O)C3CCCN3C2c2cccs2)cc1 (stereo not drawn)	9	0.98	2	8
CC1CN=C(c2cccn2Cc2ccc(F)cc2Cl)O1 (stereo not drawn)	4	1	-1	4

3 compounds drawn at random from those above, as already listed:
SMILES	Prostate diff	Autofluor Jurkat	VLA-4 allo ag	VLA-4 antagonist
CCOC(=O)N1CCN(C(=O)C2CCN(c3ncnc4c3sc3cccc(F)c34)CC2)CC1	8	1.9	?	?
CC(C)(C)C(=O)/C=C(\N)c1ccccn1	7	1.3	-25	-14
COc1ccc(-n2c(Cc3cccn3C)nnc2SCC(=O)Nc2ccc(F)cc2)cc1	7	1.1	-5	7

Other results follow:
SMILES	Prostate diff	Autofluor Jurkat	VLA-4 allo ag	VLA-4 antagonist
O=C(C1CCN(S(=O)(=O)c2ccc(-n3cnnn3)cc2)CC1)N1CCN(c2ccccc2)CC1	9	1	2	-7
CC(C)CCN(C)C1CCN(S(=O)(=O)c2cccc(C(F)(F)F)c2)CC1	18	1	1	0
CCOC(=O)CSc1nnc(CNC(=O)c2ccc(OC)cc2)n1-c1ccc(OC)cc1	5	1	-1	10
COc1ccccc1-c1c(C)nn2c(N3CCCCCC3)cc(C)nc12	10	1.1	-8	14
CCc1ccc(NC(=O)Cn2c(=O)oc3cc(S(=O)(=O)N4CCOCC4)ccc32)cc1	10	0.99	2	2
COc1ccc(-c2nc(CS(=O)CC(=O)NCc3ccc4c(c3)OCO4)c(C)o2)cc1 (stereo not drawn)	12	0.85	?	?
COc1ccc(NC(=O)c2ccc(COc3ccccc3Br)o2)cc1OC	4	1.2	-13	28
Cc1c(C#N)c2ccccc2n1CC(=O)N1CCc2ccccc2C1	8	1.1	-3	4
O=C(O)CC12CSc3[nH]c(=O)sc3C1c1ccccc1OC2=O (stereo not drawn)	0	1.1	-3	-28
CCOc1ccccc1C(=O)Nc1ccc2nc(N3CCN(c4ncccn4)CC3)cc(C)c2c1	20	1.7	?	?
Cc1ccc(N(C(=O)C2CCCO2)C2C=CS(=O)(=O)C2)cc1Cl (stereo not drawn)	4	1	-2	10
CCCCn1c(CN2CCN(c3ccccc3)CC2)nc2c1c(=O)n(C)c(=O)n2C	0	1.1	1	0
CCCN1CC23C=CC(O2)C(C(=O)O)C3C1=O (stereo not drawn)	5	1	-6	2
O=C(CCn1c(=O)sc2ccccc21)NCc1cccs1	3	1.1	-5	11
Cc1ccccc1Cn1nc(C)c(NC(=O)c2noc3c2CC(C(C)(C)C)CC3)c1C (stereo not drawn)	15	1.1	-4	-1
Fc1cccc(C2CC(c3cccc(Br)c3)Nc3nnnn32)c1 (stereo not drawn)	2	1.1	-3	9
O=C(NC1CCCC1)C1c2ccccc2C(=O)N1CCCN1CCOCC1 (stereo not drawn)	6	0.95	4	-11
Cc1cc(=O)n2nc(-c3ccccc3)sc2n1	5	1	2	-9
COc1cc2nc(N3CCN(C(=O)c4ccco4)CC3)nc(N)c2cc1OC	11	1	8	-16
Cc1c2c(nc3c(C(=O)NC4CC4)cnn13)CCCC2	3	1.1	-2	-2
CCCCc1cc(=O)oc2cc(OCC(=O)N(CC)CC)c(Cl)cc12	7	1.1	3	-10
CCOc1ccc(OCC)c(NC(=O)CNS(=O)(=O)c2cccs2)c1	8	0.96	6	-26
CCOC(=O)c1c(C)c(C(=O)Nc2ccccc2)c(C)n1CC	9	1.1	6	-30
CCOC(=O)CNC(=O)CN1CCCN(S(=O)(=O)c2ccc(Br)s2)CC1	5	0.98	-6	-11
Cc1ccccc1CN1CCN(CC(=O)NCc2ccc3c(c2)OCO3)C1=O	5	1.1	?	?
c1cncc(C2Nc3ccccc3-c3nc4ccccc4n32)c1 (stereo not drawn)	15	1	-18	32
CCOC(=O)c1cc(-c2ccc(C)cc2)n(CC(=O)NCc2ccco2)c1C	17	1.1	-10	14
COc1cccc(-c2cc(C(=O)Nc3c(C)nn(Cc4ccccc4)c3C)no2)c1	6	1.1	-11	1
COc1ccc(N2CCN(C(=O)Cn3c(=O)[nH]c4ccsc4c3=O)CC2)cc1	4	0.89	4	-11
Cc1cccc2sc(NC(=O)CN(C)S(=O)(=O)c3cccs3)nc12	4	1.1	2	-7
Cc1nc2c(ccc3nc(NC(=O)c4ccc5c(c4)OCCO5)sc32)s1	6	1.2	?	?
COc1cccc(CN2C(=O)CN(C3CCCCC3)C(=O)C2c2ccc(F)cc2)c1 (stereo not drawn)	12	1.1	-12	4
CCOC(=O)CSc1nc2c([nH]c3ccccc32)c(=O)n1C	1	1.1	-3	-11
CCN(CC)S(=O)(=O)c1ccc(NC(=O)c2cccc3c2C(=O)N(CCOC)C3)cc1	6	1	-1	0
Cc1cc(C(=O)Cn2cncn2)c(C)n1CCc1ccc(F)cc1	0	1.1	?	?
CCCCNC(=O)CCCCCn1c(=O)[nH]c2cc(OC)c(OC)cc2c1=O	5	1.1	?	?
CCOCCc1c(O)nc(SCC(=O)NCc2ccco2)[nH]c1=O	17	1	-1	-23
CCOC(=O)N1CCC(N2C(=O)c3ccccc3C2=O)CC1	9	1	3	2
CCC(=O)N1CCCc2cc(S(=O)(=O)N3CCN(c4ncccn4)CC3)ccc21	20	1.1	-1	-7
COc1ccc(N2CCN(C(=O)C3CCC(Cn4c(=S)[nH]c5ccccc5c4=O)CC3)CC2)cc1 (stereo not drawn)	10	0.97	0	-16
O=C(c1ccco1)N1CCN=C1SCc1ccccc1Cl	3	1.1	-6	25
O=C(COc1ncnc2ccccc12)NCc1ccc2c(c1)OCO2	11	1	0	-28
O=C(CSc1nnc(-c2ccc(Cl)s2)o1)N1CCCc2ccccc21	11	1.1	-6	0
O=C(CCCCn1c(=O)[nH]c2ccccc2c1=O)NC1CCN(Cc2ccccc2)CC1	14	1	5	-14
Cc1ccc(NC(=O)COc2nc(C)cs2)cc1	16	1.1	4	-17
Cc1ccccc1-n1nc2c(c1NC(=O)c1c(-c3ccccc3Cl)noc1C)CS(=O)(=O)C2	3	1	-1	1
NC(Cc1ccc(Oc2ccc(O)cc2)cc1)C(=O)O (stereo not drawn)	3	1	4	-6
O=C(CCCn1c(=S)[nH]c2cc3c(cc2c1=O)OCO3)N1CCc2ccccc2C1	5	1.2	-9	18
CC(C)OCCCNC(=O)CN1CCN(Cc2ccccc2Cl)C1=O	1	0.99	6	-14
COc1ccccc1C(=O)N1CCN(CCc2ccccc2)CC1	5	1.1	1	-5
COC(=O)C(CC(C)C)NC(=O)CSc1nc(-c2ccccc2)c(C#N)c(=O)[nH]1 (stereo not drawn)	3	0.94	-3	-13
Cc1ccc(S(=O)(=O)N2CCCC(c3nnc4n3-c3ccccc3SC4)C2)cc1 (stereo not drawn)	5	1	0	-15
Cc1cc(=O)n2[nH]c(-c3ccccc3Cl)cc2n1	8	1.1	-4	24
CCOc1ccc(-c2nnc(N)s2)cc1	7	1.1	-1	2
Cc1nc(CNS(=O)(=O)c2ccc(Oc3ccccc3)cc2)cs1	19	1.2	-1	1
